# Screens deposited in PubChem by several laboratories.
# Rtt109 HAT inh: inhibitors of C. albicans Rtt109/Vps75 HAT, primary screen, biochemical, ThioGlo CoA-SH fluorescence, plate reader; inhibition, % at 34.9 µM; purified Rtt109/Vps75, 4 h; 330,000 tested, 0.16% active;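 active means inhibition of at least 50% in every replicate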
# Target sequence (Q5AAJ8 whole entry, looked up): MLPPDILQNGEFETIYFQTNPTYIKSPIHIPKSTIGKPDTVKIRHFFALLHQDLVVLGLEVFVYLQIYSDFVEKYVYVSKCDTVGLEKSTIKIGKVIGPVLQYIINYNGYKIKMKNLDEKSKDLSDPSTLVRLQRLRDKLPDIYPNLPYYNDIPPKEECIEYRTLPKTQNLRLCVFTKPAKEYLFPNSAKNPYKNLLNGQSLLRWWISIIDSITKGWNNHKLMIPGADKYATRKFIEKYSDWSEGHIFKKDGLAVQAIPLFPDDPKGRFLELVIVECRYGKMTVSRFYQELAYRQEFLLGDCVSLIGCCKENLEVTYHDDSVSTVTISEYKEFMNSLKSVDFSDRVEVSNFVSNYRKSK
# CAL PDZ FP: CAL PDZ peptide-binding inhibitors, primary screen, biochemical, fluorescence polarization, Cer-tagged CAL PDZ, HTS; inhibition, % at 20 µM; 330,000 tested, 0.02% active; Golgi-associated PDZ and coiled-coil motif-containing protein (Homo sapiens), Q9HD26; purified CAL PDZ, TMR-peptide fluorescence polarization, 1 h;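 active means highest replicate inhibition of at least 40%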;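 further: plate controls were DMSO neutral control wells for no effect and unlabeled competitor peptide control wells for full effect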
#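 Material: tagged CAL PDZ domain; buffer or medium: 25 mM sodium phosphate pH 7.4, 150 mM NaCl, TCEP, IgG, Thesit; compound dosing: single point, 20 µM; schedule: 1 h incubation at room temperature before polarization reading; measured by: FP readout, S and P plane fluorescence; read-out basis: percent inhibition from loss of millipolarization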
# PvdQ inh: P. aeruginosa PvdQ acylase inhibitors, primary screen, biochemical, fluorescence, plate reader and imaging, single point | PvdQ acylase [Pseudomonas aeruginosa LESB58] | purified PvdQ acylase | inhibition, % at 10 µM | 340,000 tested, 0.063% active; in the data active means inhibition above about 30%, passing the limit was not always enough;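 further: 0% = vehicle neutral wells and 100% = reference inhibitor wells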
# DAGLB inhibitor: DAGLB lipase inhibitors, primary screen, biochemical, fluorescence, HTS; AID 504411, 2011; HEK293T DAGLB membrane lysate, EnzChek fluorogenic substrate; inhibition, % at 5.17 µM; 340,000 tested, 0.059% active; in the data active means inhibition above about 34%;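 further: 0% = enzyme with vehicle and 100% = wells lacking enzyme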
# Target sequence (Q8NCG7 whole entry, looked up): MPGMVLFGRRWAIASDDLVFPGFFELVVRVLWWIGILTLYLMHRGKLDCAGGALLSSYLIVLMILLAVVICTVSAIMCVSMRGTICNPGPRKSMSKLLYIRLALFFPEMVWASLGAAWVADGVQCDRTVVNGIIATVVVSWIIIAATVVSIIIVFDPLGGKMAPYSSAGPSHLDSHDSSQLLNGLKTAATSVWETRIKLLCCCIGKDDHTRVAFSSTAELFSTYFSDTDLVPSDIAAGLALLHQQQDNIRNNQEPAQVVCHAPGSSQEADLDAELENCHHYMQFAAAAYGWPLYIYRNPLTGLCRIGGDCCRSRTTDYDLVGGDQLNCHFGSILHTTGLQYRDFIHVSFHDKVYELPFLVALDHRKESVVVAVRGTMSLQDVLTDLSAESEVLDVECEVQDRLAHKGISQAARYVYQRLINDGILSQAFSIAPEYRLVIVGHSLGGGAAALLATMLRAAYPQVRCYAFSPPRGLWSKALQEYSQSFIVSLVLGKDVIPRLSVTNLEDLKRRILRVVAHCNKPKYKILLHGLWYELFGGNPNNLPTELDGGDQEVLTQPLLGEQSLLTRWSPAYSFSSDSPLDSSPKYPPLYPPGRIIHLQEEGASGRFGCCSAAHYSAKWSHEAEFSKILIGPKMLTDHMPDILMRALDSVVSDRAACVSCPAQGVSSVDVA
# Wnt bcat act: Wnt/beta-catenin pathway activators, primary screen, cell-based, plate reader, single point; activation, % at 9.35 µM; Wnt/beta-catenin reporter cell assay, activator; AID 743398, 2014; 300,000 tested, 1.2% active; in the data active means activation above about 30%, passing the limit was not always enough;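 further: 0% = neutral control wells and 100% = positive control wells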
# Tat transport: E. coli Tat export inhibitors, primary screen, MC4100, TorA-mCherry reporter, fluorescence, single point; 340,000 tested, 0.036% active; inhibition, % at 10 µM; AID 488895, 2010;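 active means mean replicate inhibition at least 50% and at least half of replicates individually reaching 50%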;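 further: exported cargo escapes ClpAP degradation while cytoplasmic cargo is degraded and loses fluorescence; 0% = median of neutral control wells and 100% = median of NaSCN control wells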
# PfHsp90 yeast 2: growth inhibition of PfHsp90-expressing yeast, primary screen, antimalarial PfHsp90 inhibitor project, S. cerevisiae, BacTiter-Glo luminescence, single point, set 2; BacTiter-Glo ATP, 48 h; yeast lacking PDR1 and PDR3 efflux regulators; inhibition, % at 9.4 µM; 310,000 tested, 0.32% active; AID 504621, 2011;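 active means every replicate shows inhibition above about 80%, whatever the replicate mean, limit read from the data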;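 further: 0% = DMSO neutral controls and 100% = 20 µM radicicol positive controls; yeast relying on Plasmodium falciparum Hsp90 in place of its own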
# AddAB inh: growth inhibition of E. coli expressing H. pylori AddAB, primary screen, AddAB inhibitor project, absorbance; inhibition, % at 11.9 µM; AID 435030, 2010; 330,000 tested, 0.29% active; in the data active means inhibition above about 12%;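 further: 0% = vehicle wells of infected cells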
# phage Ecoli inh: growth loss of phage-infected E. coli, primary screen, RecBCD inhibitor project, absorbance, with phage, HTS | inhibition, % at 11.9 µM | 360,000 tested, 0.26% active | AID 651602, 2012; in the data active means inhibition above about 11%
# E coli growth: E. coli V3065 growth inhibition, primary screen, counter-screen for AddAB inhibitor project, absorbance, OD600; 18 h; inhibition, % at 11.9 µM; 330,000 tested, 0.27% active;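 active means inhibition above the campaign's mean inhibition across all tested compounds plus 3 SD, cut at about 9.9% in these data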;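 further: uninfected addAB+ strain grown without phage in ampicillin broth; 0% = DMSO wells and 100% = ciprofloxacin 0.95 µg/ml wells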
# An asterisk follows results filed as active; . = not tested or not shown.
SMILES,Rtt109 HAT inh,CAL PDZ FP,PvdQ inh,DAGLB inhibitor,Wnt bcat act,Tat transport,PfHsp90 yeast 2,AddAB inh,phage Ecoli inh,E coli growth
O=C(NCC1CCCC(CNC(=O)N2CCc3ccccc32)C1)N1CCc2ccccc21 (stereo unspecified),-6,-0.2,-12,3,-7,4,-8,1.8,3.9,2.3
CCCCCCc1cc2cc(S(=O)(=O)c3ccc(Cl)cc3)c(=O)oc2cc1O,-4,-0.3,-6,1,-7,-3,102*,4.0,4.4,0.3
COc1ccc(CCC(=O)NCc2cnn(C)c2)cc1,-23,-0.3,-10,-1,-13,-2,-15,2.0,1.9,2.5
CC(=O)n1nc2nc(C)cc(C)c2c1N,3,.,-8,-1,.,2,2,0.6,.,1.4
Brc1cc2[nH]cnc2c2ccccc12,2,-3.0,-26,-3,-2,6,-3,3.4,1.6,0.5
CCc1ccc(NC(=O)[C@H](Cc2c[nH]c3ccccc23)NC(=O)[C@@H]2Cc3ccccc3CN2)cc1,7,0.2,-10,-1,0,-5,22,2.9,5.7,-2.7
Cc1c(C2(O)CCCCC2)[nH]c2cnccc12,0,-0.7,-25,-1,-2,0,24,1.2,2.5,-1.3
COc1ccc(NS(=O)(=O)c2ccc3oc(SCC(N)=O)nc3c2)cc1,-1,-2.4,-8,1,-4,5,-9,3.2,3.0,0.6
COc1ccc2nc(/N=C\N(C)C)sc2c1,-13,.,-3,1,19,7,.,2.4,1.2,-1.6
COC(=O)Nc1ccc(S(=O)(=O)N2CCCc3ccccc32)cc1,3,-1.9,-6,-1,.,-3,3,2.9,0.4,1.1
C=CCN1CCN(C(=O)c2c(-c3ccccc3)noc2C)CC1,9,-1.3,-5,-1,-2,-3,7,0.0,-1.5,-0.2
Cc1ccc(C)c(OCC(=O)Nn2c(C)nc3ccccc3c2=O)c1,-2,-0.8,-7,-1,.,-2,1,2.9,0.1,0.6
CCCOc1ccc(CSCCNC(=S)Nc2ccccc2)cc1,7,-0.4,-12,-7,.,3,3,1.6,5.0,3.9
CCCCCSc1nnc(-c2ccccc2NC(C)=O)c(=O)[nH]1,.,-1.0,-7,0,1,1,0,3.3,1.5,0.3
CCOC(=O)CCC(=O)Nc1ccc(S(=O)(=O)N2CCC(C)CC2)cc1,-25,32,1,1,.,-4,-7,-0.3,2.8,0.0
Cc1cc(C(=O)CN2C(=O)NC3(CCCC3)C2=O)c(C)n1-c1ccc2c(c1)OCO2,9,-0.7,-11,1,7,-9,-23,0.3,1.8,0.2
N#CCN1CCN(CC(=O)Nc2ccc(OCc3ccccc3)cc2)CC1,-6,-0.4,-11,0,.,-16,62,1.3,1.2,-2.0
OCC1(Cc2ccc(Cl)cc2)CCN(Cc2ccc3nsnc3c2)CC1,6,-1.2,0,-1,0,4,-10,2.4,3.6,-0.6
CCN(CC)c1ccc2c(C)cc(=O)oc2c1,12,0.8,-31,-3,3,-5,12,-0.3,2.0,0.9
CCN(C1CCS(=O)(=O)C1)S(=O)(=O)c1cccs1 (stereo unspecified),-14,-0.4,1,2,.,0,-1,-0.4,0.2,-0.1
Cc1cccc(OCC(=O)N(C)CC(=O)Nc2cccc(F)c2)c1C,4,-0.7,-11,0,-1,-1,-22,0.3,-2.3,-0.7
Cn1c(C(=O)NC2CCCC2)cc2c(=O)n(C)c3ccccc3c21,1,-1.1,-1,-1,0,7,.,4.8,2.6,-0.3
Cc1cc(OC(=O)c2cc(C(F)(F)F)cc(C(F)(F)F)c2)c([N+](=O)[O-])c(=O)[nH]1,3,0.1,-5,2,-1,-7,-9,-1.8,4.3,-0.8
NS(=O)(=O)c1ccc(N2N=C(c3ccccc3)CC2c2ccccc2Br)cc1 (stereo unspecified),-3,1.5,-26,2,-2,3,-46,1.4,1.9,1.6
COc1ccc(C(=O)NCCCc2nc3ccccc3n2Cc2ccccc2C)cc1OC,7,-2.3,-7,0,-6,6,0,-2.2,1.5,-0.1
# Next part.
SMILES,Rtt109 HAT inh,CAL PDZ FP,PvdQ inh,DAGLB inhibitor,Wnt bcat act,Tat transport,PfHsp90 yeast 2,AddAB inh,phage Ecoli inh,E coli growth
Cc1ccc2c(ccc[n+]2CC(=O)c2ccccc2)c1,34,-1.5,8,-1,.,-11,7,3.7,3.6,2.1
Cc1c(-c2ccccc2Br)nc2ccccc2c1C(=O)O,-7,-0.1,-11,3,-2,-8,5,.,2.7,.
O=S1(=O)C[C@@H](N2CCOCC2)[C@H](N2CCOCC2)C1,2,-1.3,8,2,.,3,18,1.5,0.3,-0.2
O=C(NCc1ccc(Cl)cc1)c1ccc(CNc2c(N3CCOCC3)c(=O)c2=O)cc1,-5,-1.0,-8,2,-2,-1,2,2.3,2.1,1.7
CN(C/C(O)=C(\C#N)c1ccccc1)C1CCCCC1,-30,-1.1,-19,-2,.,6,-43,4.1,1.4,0.2
Cc1nc2sc3c(c2c(=O)o1)CCCC3,2,-0.4,-9,0,.,-2,-22,1.4,-1.4,-2.2
COc1ccccc1OCC(=O)Nc1nc(C)c(C)s1,-8,-2.6,-13,-1,35*,-1,12,3.6,3.1,-2.3
CCOC(=O)C1=C(C)NC(=O)NC1c1ccccc1Cl (stereo unspecified),-3,0.0,-15,2,0,-1,.,1.5,1.3,0.9
Cc1cc([N+](=O)[O-])nn1Cc1noc(C(=O)NCc2ccc3c(c2)OCO3)n1,4,-0.3,-5,0,1,-1,-13,0.6,1.7,2.5
CC(=O)Nc1ccc(S(=O)(=O)N2CCC(NC(=O)C(Cc3ccccc3F)NC(C)=O)CC2)cc1 (stereo unspecified),-8,-0.3,-19,0,0,-13,13,.,-0.8,.
O=C(O)C(C=C(Cl)Cl)N1CCOCC1 (stereo unspecified),4,-0.3,1,0,-2,1,.,.,1.6,.
O=C(NCCc1ccccc1)C1CCN(C(=O)NCc2ccccc2)CC1,4,-3.4,-8,1,-6,2,.,2.5,0.6,2.8
CCOC(=O)c1c(NC(=O)CN2C(=O)NC3(CCCCCC3)C2=O)sc(C)c1-c1ccc(C)cc1,-2,-2.5,-3,-1,-4,-8,-28,2.6,2.1,1.4
O=C(c1ccsc1)N1CCCC(N2CCOCC2)C1 (stereo unspecified),-11,-1.9,8,2,1,-12,3,-0.5,0.4,-1.4
C/C(=N\NC(=O)Cn1ccc(C(F)(F)F)n1)c1ccc2c(c1)OCO2,1,-2.4,-3,1,-1,-3,-23,0.6,5.4,1.4
CCCOc1ccc(-c2c(C(=O)N/N=C/C3CCCCC3)nnn2-c2nonc2N)cc1,-7,-2.3,-7,0,1,7,0,0.1,3.4,0.1
CCOc1c(Br)cc(/C=C2/SC(=O)N(CC(=O)N3CCCC3)C2=O)cc1OC,-4,-0.1,-14,-2,6,-1,.,4.6,2.6,-0.9
CCn1c(SCC(=O)Nc2ccccc2C)nnc1-c1ccccc1O,3,-1.1,3,2,-7,-8,15,3.2,2.6,-0.5
Cc1ccc(S(=O)(=O)N(CC(=O)Nc2ccccc2C(=O)O)c2cccc(Cl)c2C)cc1,20,-0.4,-13,13,-2,9,10,4.6,3.4,-0.2
O=c1c2ccccc2nnn1CSc1nc2sc3c(c2c(=O)n1CC1CCCO1)CCC3 (stereo unspecified),-1,-1.7,-5,-5,2,-4,-7,-2.2,-1.6,-1.7
COc1cccc(OC)c1NC(=O)C1CCCN1C(=O)Nc1ccccc1Cl (stereo unspecified),-9,-1.9,1,-1,-1,-25,-26,.,0.2,.
O=C(COC(=O)c1ccc(O)cc1)Nc1ccc2c(c1)OCCO2,17,-2.4,5,-1,2,-7,-12,0.9,2.9,2.4
O=C(CSc1ccc(-c2ccccc2)nn1)N1CCCc2ccccc21,0,-0.5,1,-10,-4,3,-1,3.7,5.1,0.5
Cc1ccc(S(=O)(=O)NCC(=O)N(CC(=O)NCc2ccco2)Cc2cccs2)cc1,-15,0.8,-5,1,-1,-8,16,-0.3,-0.2,-0.1
Cc1ccc(S(=O)(=O)N2CCOCC2)cc1C(=O)NNC(=O)c1ccoc1C,1,-1.7,-4,1,-1,-3,-35,0.4,0.9,-0.6

# Ordered by formula weight (high to low): 13 of the compounds above.
SMILES,Rtt109 HAT inh,CAL PDZ FP,PvdQ inh,DAGLB inhibitor,Wnt bcat act,Tat transport,PfHsp90 yeast 2,AddAB inh,phage Ecoli inh,E coli growth
CC(=O)Nc1ccc(S(=O)(=O)N2CCC(NC(=O)C(Cc3ccccc3F)NC(C)=O)CC2)cc1 (stereo unspecified),-8,-0.3,-19,0,0,-13,13,.,-0.8,.
CCOC(=O)c1c(NC(=O)CN2C(=O)NC3(CCCCCC3)C2=O)sc(C)c1-c1ccc(C)cc1,-2,-2.5,-3,-1,-4,-8,-28,2.6,2.1,1.4
CCOc1c(Br)cc(/C=C2/SC(=O)N(CC(=O)N3CCCC3)C2=O)cc1OC,-4,-0.1,-14,-2,6,-1,.,4.6,2.6,-0.9
Cc1ccc(S(=O)(=O)NCC(=O)N(CC(=O)NCc2ccco2)Cc2cccs2)cc1,-15,0.8,-5,1,-1,-8,16,-0.3,-0.2,-0.1
CCCOc1ccc(-c2c(C(=O)N/N=C/C3CCCCC3)nnn2-c2nonc2N)cc1,-7,-2.3,-7,0,1,7,0,0.1,3.4,0.1
COc1cccc(OC)c1NC(=O)C1CCCN1C(=O)Nc1ccccc1Cl (stereo unspecified),-9,-1.9,1,-1,-1,-25,-26,.,0.2,.
CCn1c(SCC(=O)Nc2ccccc2C)nnc1-c1ccccc1O,3,-1.1,3,2,-7,-8,15,3.2,2.6,-0.5
C/C(=N\NC(=O)Cn1ccc(C(F)(F)F)n1)c1ccc2c(c1)OCO2,1,-2.4,-3,1,-1,-3,-23,0.6,5.4,1.4
O=C(COC(=O)c1ccc(O)cc1)Nc1ccc2c(c1)OCCO2,17,-2.4,5,-1,2,-7,-12,0.9,2.9,2.4
O=S1(=O)C[C@@H](N2CCOCC2)[C@H](N2CCOCC2)C1,2,-1.3,8,2,.,3,18,1.5,0.3,-0.2
CN(C/C(O)=C(\C#N)c1ccccc1)C1CCCCC1,-30,-1.1,-19,-2,.,6,-43,4.1,1.4,0.2
O=C(O)C(C=C(Cl)Cl)N1CCOCC1 (stereo unspecified),4,-0.3,1,0,-2,1,.,.,1.6,.
Cc1nc2sc3c(c2c(=O)o1)CCCC3,2,-0.4,-9,0,.,-2,-22,1.4,-1.4,-2.2
